From PubChem BioAssay
M5 PAM: human M5 muscarinic receptor positive allosteric modulators, primary screen, CHO-K1 cells, Fluo-8 calcium fluorescence | CHO-K1 hM5, ACh EC20 PAM; 0% = ACh EC20, 100% = ACh EC100 | activation, % at 3 µM | hit rate 0.3% among 360,000 | AID 624038, 2012;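 active = activation above the run cutoff, the mean activation of all test compounds plus 3 SD, cut at about 18% in these data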
Target sequence (P08912 whole entry, looked up): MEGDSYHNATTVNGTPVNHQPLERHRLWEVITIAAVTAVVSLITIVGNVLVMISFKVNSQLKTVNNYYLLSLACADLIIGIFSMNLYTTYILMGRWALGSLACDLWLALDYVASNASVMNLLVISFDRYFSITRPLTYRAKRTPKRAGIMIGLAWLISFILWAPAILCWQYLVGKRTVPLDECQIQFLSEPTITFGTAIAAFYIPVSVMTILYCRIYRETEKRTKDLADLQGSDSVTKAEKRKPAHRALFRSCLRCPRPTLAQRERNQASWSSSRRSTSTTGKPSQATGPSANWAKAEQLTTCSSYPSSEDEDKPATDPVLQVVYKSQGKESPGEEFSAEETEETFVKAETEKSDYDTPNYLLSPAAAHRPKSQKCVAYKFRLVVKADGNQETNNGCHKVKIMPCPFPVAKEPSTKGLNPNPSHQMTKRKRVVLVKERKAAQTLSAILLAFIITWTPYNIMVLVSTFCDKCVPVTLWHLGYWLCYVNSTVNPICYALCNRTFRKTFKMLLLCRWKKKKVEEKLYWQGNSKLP
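Probe or stimulus: acetylcholine, EC20 level; Assay system: human M5 receptor in CHO-K1 cells; Schedule: compound preincubation 140 s before EC20 acetylcholine addition; Technique: intracellular calcium via Fluo-8 fluorescence; Dosing: single-point, 3 µM nominal; Read-out basis: percent activation from peak-over-basal fluorescence ratio, scaled EC20-to-EC100 acetylcholine; Repeats: one well per compound, no replicates.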
CHRM4 antagonist: human M4 muscarinic receptor antagonists, primary screen, CHO cells, Fluo-8 calcium fluorescence. hit rate 0.73% among 360,000. inhibition, % at 3 µM. CHO-hM4 cells, ACh EC80;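 active = inhibition above its plate's cutoff, the mean inhibition of sample wells plus 3 SD, cut at about 27% in these data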;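 also: 0% = acetylcholine EC80 with DMSO and 100% = DMSO without agonist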
Target sequence (P08173 whole entry, looked up): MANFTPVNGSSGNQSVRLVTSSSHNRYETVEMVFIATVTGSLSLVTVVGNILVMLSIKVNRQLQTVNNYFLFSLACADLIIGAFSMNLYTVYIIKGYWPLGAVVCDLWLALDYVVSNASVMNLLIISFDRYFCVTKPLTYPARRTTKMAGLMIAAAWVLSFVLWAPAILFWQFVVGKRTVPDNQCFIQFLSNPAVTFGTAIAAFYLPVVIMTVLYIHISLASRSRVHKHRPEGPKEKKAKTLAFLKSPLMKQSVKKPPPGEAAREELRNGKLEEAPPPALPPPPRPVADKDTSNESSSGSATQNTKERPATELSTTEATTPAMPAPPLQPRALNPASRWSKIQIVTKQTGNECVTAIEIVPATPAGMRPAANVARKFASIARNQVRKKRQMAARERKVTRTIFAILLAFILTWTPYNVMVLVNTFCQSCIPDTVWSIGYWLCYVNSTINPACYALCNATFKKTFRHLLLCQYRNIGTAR
M1 PAM parental: nonselective calcium activators in parental CHO-K1 cells, primary screen, counter-screen for M1 PAM project, cell-based, Fluo-8 calcium fluorescence, full deck, 1536-well | activation, % at 3 µM | AID 602247, 2012 | ATP EC20; 0% at ATP EC20, 100% at ATP max | hit rate 0.02% among 360,000;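 active = activation above the run cutoff, the mean activation of all test compounds plus 3 SD, cut at about 40% in these data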;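 also: peak over basal fluorescence ratio in a 140 s read after ATP addition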
M5 ag: human M5 muscarinic receptor agonists, primary screen, CHO-K1 cells, Fluo-8 calcium fluorescence; Muscarinic acetylcholine receptor M5 (Homo sapiens), P08912; CHO-K1 hM5 cells; 0% DMSO wells, 100% maximal acetylcholine response; activation, % at 3 µM; hit rate 0.19% among 360,000; AID 624037, 2012;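 active = activation above the run's mean over test compounds plus 3 SD, cut at about 23% in these data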;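 also: signal is peak over basal fluorescence ratio across the kinetic read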
CHO-K1 Ca antag: counter-screen for M1 antagonists: effect in parental CHO-K1 cells; ATP-induced calcium, Fluo-8 fluorescence; inhibition, % at 3 µM; hit rate 0.6% among 360,000; AID 602250;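 active = inhibition above a per-plate cutoff, the plate's mean sample inhibition plus 3 SD, cut at about 24% in these data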;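 also: 0% = DMSO plus EC80 ATP and 100% = DMSO alone without ATP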
CHRM5 antagonist: human M5 muscarinic receptor antagonists, primary screen, CHO cells, Fluo-8 calcium fluorescence. hit rate 0.59% among 360,000. Muscarinic acetylcholine receptor M5 (Homo sapiens), P08912. inhibition, % at 3 µM. CHO-hM5 cells, ACh EC80;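 active = inhibition above a per-plate cutoff, the mean of that plate's test compounds plus 3 SD, cut at about 27% in these data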;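 also: 0% = acetylcholine EC80 with DMSO and 100% = DMSO without agonist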
CHRM4 agonist: human M4 muscarinic receptor agonists, primary screen, CHO-K1 cells, Fluo-8 calcium fluorescence. Muscarinic acetylcholine receptor M4 (Homo sapiens), P08173. activation, % at 3 µM. CHO-K1 hM4/Gqi5; vehicle 0%, full acetylcholine response 100%. hit rate 0.14% among 360,000;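 active = activation above the run mean over all test wells plus 3 SD, cut at about 32% in these data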;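 also: peak over basal fluorescence ratio per well then scaled between controls; 0% = DMSO wells and 100% = acetylcholine at EC100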
CHO-K1 Ca ag: counter-screen for M1 agonists: effect in parental CHO-K1 cells; Fluo-8 calcium fluorescence; scaled to maximal ATP response, vehicle zero; hit rate 0.48% among 360,000; AID 602248, 2012; activation, % at 3 µM; in the data active = activation above about 15%;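 also: untransfected CHO-K1 host cells lacking M1 receptor as counterscreen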
M4 PAM: human M4 muscarinic receptor positive allosteric modulators, primary screen, CHO-K1 cells, Fluo-8 calcium fluorescence; Muscarinic acetylcholine receptor M4 (Homo sapiens), P08173; CHO-K1 hM4/Gqi5, ACh EC20; 0% = ACh EC20, 100% = maximal ACh; activation, % at 3 µM; hit rate 0.4% among 360,000; AID 624126, 2012;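 active = activation above its plate's cutoff, the mean activation of sample wells plus 3 SD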; also: some results filed as inactive read as strong as hits
Starred values were filed as active, the others as inactive; . = not tested or not shown.

1: COc1cc(/C=C2\C(=N)N3N=C(C)SC3=NC2=O)cc(OC)c1OCCOc1ccccc1C
2: Cc1noc(/C=C/c2cccs2)c1S(=O)(=O)N1CCC(C(=O)NCCCN2CCC(C)CC2)CC1
3: CCOc1ccccc1N1CCN(C(=O)c2ccc3c(c2)OCO3)CC1
4: CCCCOc1ccc(CN=C(N)N)cc1Cl
5: COc1ccccc1/C=C/C=N/n1c(-c2ccccn2)n[nH]c1=S
6: N#CC(C#N)=c1ccc2c(c1)N1C(c3ccccc3)=CC(c3ccccc3)C3CCCCC31N=2 (centres undefined)
7: CCOc1ccc(NCc2cccn2-c2nnc(N3CCC(C(=O)NCCCN4CCCCC4C)CC3)s2)cc1 (centres undefined)
8: O=C(COC(=O)/C=C/c1cccc([N+](=O)[O-])c1)NCCCN1CCCC1=O
9: Clc1ccc(-c2cc(COc3ccc4ccccc4c3)no2)cc1
10: Cc1ccc2nc3sc(C(=O)N4CCCc5ccccc54)c(N)c3cc2c1

Assay by compound	1	2	3	4	5	6	7	8	9	10
CHO-K1 Ca ag	0.7	4.6	0.6	-0.1	0.6	0.7	0.8	1.3	0.0	6.1
M1 PAM parental	3	15	-9	5	4	-1	21	6	12	7
M5 ag	-2	-6	-2	-21	0	6	-10	-3	-1	6
CHO-K1 Ca antag	-6	-8	4	1	-2	-5	-12	-13	-5	18
CHRM4 agonist	0	4	2	1	0	0	0	2	1	6
CHRM4 antagonist	1	11	1	-10	-6	-3	13	1	-1	20
M5 PAM	-5	-4	-7	-1	-7	17	-14	1	2	-2
CHRM5 antagonist	14	15	2	-4	13	3	-6	8	-10	16
M4 PAM	-6	-11	-5	-1	1	10	-11	1	21	-3

11: O=C(NNC(=S)NC1CC2C=CC1C2)c1cccnc1 (centres undefined)
12: CCOC(=O)c1sc(/N=C/c2c(O)ccc3ccccc23)cc1C
13: COc1cc(C(=O)Nc2ccc(C(=O)c3cccs3)cc2)cc(OC)c1OC
14: CC(=O)c1ccc(S(=O)(=O)Nc2ccc(C(=O)NCC(c3cccs3)N3CCOCC3)cc2)cc1 (centres undefined)
15: Cc1ccc(S(=O)(=O)N2CCN(C(=O)COC(=O)CNC(=O)c3ccc(Cl)cc3Cl)CC2)c(C)c1
16: CC1CCN(C(=O)COC(=O)c2ccc(Br)o2)CC1
17: O=C(NC1CCCC1)C(c1ccncc1)N(C(=O)c1ccco1)c1ccc(F)c(Cl)c1 (centres undefined)
18: C=CCN(C(=O)Cn1ncc2c1-c1cc(C)ccc1OC2)c1ccccc1
19: COc1ccc(C(=O)Nc2ccc(-c3ccc(C)o3)cc2)cc1S(=O)(=O)N1CCOCC1
20: COc1cccc(NC(=S)N(C)C2CCN(C)CC2)c1

Assay by compound	11	12	13	14	15	16	17	18	19	20
CHO-K1 Ca ag	0.1	0.1	3.8	0.8	7.0	0.9	-1.0	1.1	3.4	6.0
M1 PAM parental	-1	21	11	15	9	19	19	-7	-2	17
M5 ag	1	0	-1	-2	2	-1	-1	0	-7	-1
CHO-K1 Ca antag	-2	-8	-10	-12	-7	-11	-11	-4	11	-8
CHRM4 agonist	1	1	6	2	11	1	0	4	15	16
CHRM4 antagonist	-10	1	1	-24	-9	0	8	-7	19	2
M5 PAM	6	8	-2	-8	-1	1	3	-1	-31	-11
CHRM5 antagonist	-2	-7	-2	7	3	1	12	-2	22	20
M4 PAM	2	0	-10	9	9	4	-5	-5	-11	-9

21: O=C(Nc1ccc(C(=O)Nc2ccccc2Cl)cc1)c1cccnc1
22: O=C(OCC(=O)N1CCCCC1)c1ccccc1SCC(=O)N1CCCCC1
23: Cc1ccsc1C1C(C#N)=C(N)N(N(C)C)C2=C1C(=O)CC(C)(C)C2 (centres undefined)
24: O=C(CCC(=O)c1cccs1)NCC(=O)Nc1ccc(F)c(F)c1F
25: COc1ccc(OCC(=O)Nc2ccccc2OC)cc1
26: CCN1C[C@@H]2[C@@H]3C(=O)N(Cc4ccccc4)C(=O)[C@@H]3[C@](C)(C1=O)N2C(=O)c1ccc(Cl)c(Cl)c1
27: CC(=O)Nc1c(NC(C)C)c2ccccc2oc1=O
28: S=C1NC(c2ccccc2)=NCN1c1ccccc1
29: C#CCOCCOCCOCCNc1nc(N2CCN(C(=O)[C@H](C(C)C)n3cc(CCO)nn3)CC2)nc(N2CCN(C(=O)[C@H](C)n3cc(CCCN=C(N)N)nn3)CC2)n1
30: COC(=O)C[C@H]1C[C@H]2c3cc(NS(=O)(=O)c4ccc(OC)cc4)ccc3O[C@H]2[C@H](CO)O1

Assay by compound	21	22	23	24	25	26	27	28	29	30
CHO-K1 Ca ag	6.2	3.2	0.7	-0.1	0.3	1.9	3.5	0.0	1.0	0.0
M1 PAM parental	-4	15	-11	17	-16	6	14	15	-1	9
M5 ag	0	5	-2	-3	-2	1	-2	-1	3	1
CHO-K1 Ca antag	-6	-22	-1	-7	-6	-3	-18	-4	-9	-1
CHRM4 agonist	9	5	1	1	0	3	0	0	-1	0
CHRM4 antagonist	-6	2	-4	-11	-1	-1	-2	1	-12	2
M5 PAM	1	5	-2	6	-7	-3	22*	-5	6	-7
CHRM5 antagonist	-3	-5	12	-9	10	14	-2	-2	4	7
M4 PAM	1	2	-6	-5	6	8	9	3	6	-1

31: COc1cc(OC)c2c3c(c(C4CCCCC4)nc2c1)CCC3
32: COc1cccc(OCC(=O)N2CCCc3ccccc32)c1
33: CN(C)S(=O)(=O)Oc1cccc(C(=O)Nc2ccc(Cl)c(Cl)c2)c1
34: COc1ccc(NC(=O)N[C@@H](CCSC)C(=O)O)cc1Cl
35: C=CCNCC(=O)Nc1sc2c(c1C(=O)Nc1ccc(OC)cc1OC)CCC2
36: COc1cccc2sc(N(CCCN(C)C)C(=O)C(c3ccccc3)c3ccccc3)nc12
37: COc1ccc(Cl)cc1C(=O)NNC(=O)c1nn(C)c(=O)c2ccccc12
38: COc1ccc(CCN2C(=O)CC(Cc3ccc(C)cc3)C2=O)cc1OC (centres undefined)
39: O=c1ccc(-c2ccc(S(=O)(=O)N3CCN(c4cccc(Cl)c4)CC3)o2)n[nH]1
40: Cc1cc(NC(=O)CN(C)S(=O)(=O)c2cccc(Cl)c2)no1

Assay by compound	31	32	33	34	35	36	37	38	39	40
CHO-K1 Ca ag	-0.6	1.9	5.8	-0.2	-0.6	6.3	1.5	1.1	-0.3	10
M1 PAM parental	-7	7	11	14	11	-2	18	-11	12	3
M5 ag	2	-1	-1	0	-1	1	0	-1	-3	-4
CHO-K1 Ca antag	1	-14	6	-5	-1	7	-10	-10	4	11
CHRM4 agonist	1	0	14	0	2	17	4	1	2	0
CHRM4 antagonist	-6	3	12	1	2	14	-5	-2	6	-3
M5 PAM	5	5	-47	2	3	3	-3	3	1	14
CHRM5 antagonist	-2	12	21	0	-7	7	6	12	3	8
M4 PAM	13	-2	-10	3	1	-12	3	3	-5	0

41: CSCCC(C(=O)Nc1c(C)cccc1C)N1CCN(c2ccc(F)cc2)CC1 (centres undefined)
42: O=C(NCC1CCCO1)c1onc(CSc2ccc(F)c(F)c2)c1C(=O)O (centres undefined)
43: O=C(CCC1CCCN(C(=O)c2cccs2)C1)N1CCN(c2ccccn2)CC1 (centres undefined)
44: CC1(c2cccc(Br)c2)NC(=O)N(CC(=O)N2CCN(C(=O)c3ccco3)CC2)C1=O (centres undefined)
45: C/C(=N\NC(=O)c1cccc([N+](=O)[O-])c1)c1cccnc1
46: C[C@@H]1CN([C@H](C)CO)C(=O)CCCn2nncc2CO[C@H]1CN(C)S(=O)(=O)c1ccc(-n2cccn2)cc1
47: COc1cc2c(cc1OC)C(COc1ccc(F)cc1)N(C(C)=O)CC2 (centres undefined)
48: O=C(N/N=C/c1c[nH]c2ccccc12)c1cc(Br)ccc1O
49: CCCn1c(=N)c(S(=O)(=O)c2ccccc2)cc2c(=O)n3cccc(C)c3nc21
50: CC(C)CNC(=O)c1cccc(NC(=O)CSc2ccc(Cl)cc2)c1

Assay by compound	41	42	43	44	45	46	47	48	49	50
CHO-K1 Ca ag	0.8	0.2	0.6	0.5	0.3	0.9	0.9	6.7	1.3	0.2
M1 PAM parental	6	11	7	4	7	13	-8	7	10	-3
M5 ag	2	6	-2	0	-3	0	-4	1	-3	2
CHO-K1 Ca antag	-4	-6	-13	-4	-1	-16	-18	3	-9	23
CHRM4 agonist	5	-1	3	1	1	1	4	8	1	2
CHRM4 antagonist	-4	8	-4	-3	5	-17	-9	-1	-1	2
M5 PAM	-2	5	0	0	1	6	-1	-5	2	10
CHRM5 antagonist	-7	0	7	0	1	-12	5	-2	6	-9
M4 PAM	-1	12	2	4	2	6	5	0	-5	1

51: N#Cc1c(C#N)c(SSc2c(C#N)c(C#N)c(N)n2-c2ccccc2)n(-c2ccccc2)c1N
52: CC(C)(C)c1ccc(C(=O)Nc2ccc([N+](=O)[O-])cn2)cc1
53: N#Cc1ccc(C(C(=O)NC2CCCCC2)n2c(=O)c(-c3ccccc3)nc3ccccc32)cc1 (centres undefined)
54: Cc1ccc(S(=O)(=O)N2CCCC2)cc1C(=O)NCC(C)(C)N1CCOCC1
55: Cn1ccnc1SCc1cn2ccccc2n1

Assay by compound	51	52	53	54	55
CHO-K1 Ca ag	-0.2	0.0	.	0.2	0.5
M1 PAM parental	0	13	.	2	14
M5 ag	3	-6	-2	0	-2
CHO-K1 Ca antag	5	-6	.	-24	-8
CHRM4 agonist	1	-2	1	1	0
CHRM4 antagonist	-11	6	-5	3	5
M5 PAM	-8	-2	-4	1	1
CHRM5 antagonist	15	6	11	10	-1
M4 PAM	-2	-3	5	5	-1
